# NPY1 pot ag: potentiators or agonists of human neuropeptide Y receptor Y1; NPY-Y1 expressing cells, potentiator/agonist activation; AID 1304; P25929; activation, % at 3.6 µM; hit rate 0.37% among 220,000; in the data active = activation above about 33%, passing the limit was not always enough;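 note: cells stimulated with NPY at EC10 then isoproterenol at EC100; 0% = low agonist plus stimulus and 100% = saturating agonist plus stimulus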
# TRPML3 ag: human mucolipin-3 channel agonism; HEK293 TRPML3-YFP, Fluo-8 calcium fluorescence; 100% = the carbachol control signal; activation, % at 3 µM; hit rate 0.29% among 220,000;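 active = activation above its plate's cutoff, the mean activation of the plate's test wells plus 3 SD, cut at about 12% in these data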;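 note: 0% = DMSO only wells and 100% = carbachol wells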
#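 system = HEK293 cells stably carrying human TRPML3-YFP | doses = one concentration, 3 µM nominal, 0.3% DMSO | timing = dye loading 1 h 37 °C then 30 min ambient, 125 s read | detection = Fluo-8 calcium dye fluorescence, ex 470-495, em 515-575 nm | benchmarks = high control carbachol 87 µM, low control DMSO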
# CHOP inhibitor: blocks CHOP induction under ER stress; hit rate 3.8% among 220,000; inhibition, % at 10 µM; CHO-K1 CHOP-promoter luciferase, tunicamycin-induced, 15-18 h;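 active = compounds that reduced the stress-induced luciferase reporter signal by more than about 70% of percent inhibition, limit read from the data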;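 note: 0% = tunicamycin plus vehicle and 100% = wells without tunicamycin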
# S1P4 agonist: human S1P4 receptor agonism; O95977; S1P4-expressing cell line, agonist reporter assay; activation, % at 4.98 µM; hit rate 0.35% among 220,000; in the data active = activation above about 11%;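 note: 0% = DMSO vehicle and 100% = reference agonist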
# Target sequence (O95977 whole entry, looked up): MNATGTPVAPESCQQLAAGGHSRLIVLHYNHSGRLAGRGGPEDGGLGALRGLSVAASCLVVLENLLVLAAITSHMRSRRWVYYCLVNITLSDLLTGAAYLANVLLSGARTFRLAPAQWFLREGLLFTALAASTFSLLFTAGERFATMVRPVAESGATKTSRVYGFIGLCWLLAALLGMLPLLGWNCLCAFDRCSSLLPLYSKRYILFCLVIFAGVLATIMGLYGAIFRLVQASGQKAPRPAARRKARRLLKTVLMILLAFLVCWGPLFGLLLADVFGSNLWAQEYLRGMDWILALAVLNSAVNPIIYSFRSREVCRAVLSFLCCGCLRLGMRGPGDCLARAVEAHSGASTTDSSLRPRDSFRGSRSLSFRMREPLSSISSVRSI
# NPY Y1 blocker: antagonists of human neuropeptide Y receptor Y1; P25929; HEK293-CNG Y1 cells, membrane potential fluorescence; NPY at EC95, then isoproterenol; inhibition, % at 3.6 µM; hit rate 1% among 200,000; AID 1040;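 active = inhibition above the campaign mean inhibition of all tested compounds plus 3 SD, cut at about 20% in these data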;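 note: 0% = DMSO wells given NPY plus isoproterenol and 100% = isoproterenol alone without NPY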
#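 Material: HEK293 Y1/CNG channel cell line | Also added: NPY (25 nM), isoproterenol (1 µM), Ro 20-1724 (25 µM) | Compound: One concentration, 3.6 µM, in 0.4% DMSO | Schedule: 3 h dye uptake, 1 h room-temperature compound, 45 min post-isoproterenol | Signal: Membrane-potential fluorescent dye readout | Read-out: % inhibition of NPY effect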
# NPY2 pot ag: human NPY-Y2 potentiation or agonism, primary screen. cells expressing NPY-Y2, potentiator/agonist read-out. activation, % at 3.6 µM. P49146. hit rate 0.45% among 220,000; in the data active = activation above about 27%;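 note: cells stimulated with NPY near EC25 plus isoproterenol at EC100; 0% = vehicle plus submaximal agonist and 100% = vehicle plus saturating agonist; some results beyond the cut were filed as inactive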
# TRPN1 ag: agonists of zebrafish TRPN1 channel. HEK293 zebrafish TRPN1-YFP, Fluo-8 calcium fluorescence; 100% = response to 87 µM carbachol. activation, % at 3 µM. hit rate 0.18% among 220,000;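 active = activation above its plate's cutoff, the mean activation of test wells on that plate plus 3 SD, cut at about 19% in these data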;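 note: 0% = DMSO alone and 100% = 87 µM carbachol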
#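 Material: zebrafish TRPN1-YFP in HEK293 cells; Doses: single test compound dose, 3 µM nominal, 0.3% DMSO; Timing: dye loading 1 h at 37 °C, then 30 min room temperature; Technique: intracellular calcium fluorescence with Fluo-8; Benchmarks: high carbachol 87 µM, low DMSO alone.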
# EP2 mod: modulators of human EP2 prostaglandin E2 receptor. P43116. EP2-expressing cells, cAMP HTRF FRET, PGE2 co-stimulation. induction, % at 25 µM. hit rate 0.83% among 260,000;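 active = compounds whose cAMP rise, as percent of the full-agonist control response, exceeds 60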;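 note: rat C6 glioma line stably carrying human EP2 under a CMV promoter; the protocol text gives 20 µM as final concentration; 100% = response of wells given 1 µM PGE2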
# Target sequence (P43116 whole entry, looked up): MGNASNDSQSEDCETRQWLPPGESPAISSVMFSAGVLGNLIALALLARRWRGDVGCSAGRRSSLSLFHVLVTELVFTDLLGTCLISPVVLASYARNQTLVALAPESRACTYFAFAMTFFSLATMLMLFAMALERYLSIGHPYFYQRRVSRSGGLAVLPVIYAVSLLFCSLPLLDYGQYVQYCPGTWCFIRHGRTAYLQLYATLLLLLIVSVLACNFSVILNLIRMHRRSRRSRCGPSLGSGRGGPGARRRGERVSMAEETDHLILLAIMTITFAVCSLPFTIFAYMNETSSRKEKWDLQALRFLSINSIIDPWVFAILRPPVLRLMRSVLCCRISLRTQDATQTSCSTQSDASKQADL
# S1P4 antagonist: antagonists of human S1P4 receptor. O95977. S1P4-expressing cells, antagonist mode, reporter read-out. inhibition, % at 4.98 µM. hit rate 0.26% among 220,000; in the data active = inhibition above about 29%;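 note: 0% = wells stimulated with agonist and 100% = vehicle wells without agonist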
# Active calls of the source: *; . = not tested or not shown; & = joins results of further samples.
SMILES,NPY1 pot ag,TRPML3 ag,CHOP inhibitor,S1P4 agonist,NPY Y1 blocker,NPY2 pot ag,TRPN1 ag,EP2 mod,S1P4 antagonist
CCC(=O)Nc1c(C)nn(-c2ccc(C)c(C)c2)c1C,-8,0.4,-23,0.6,2,-11,1.0,-36&-9,-9
CCOC(=O)c1[nH]c2ccccc2c1N=CN(CC)CC,-6,0.8,-15,-6.6,-5,-6,-0.3,-16,14
COc1ccc(P(=O)(COc2ccc([N+](=O)[O-])cc2)c2ccc(OC)cc2)cc1,2,1.0,-1,-0.9,0,0,1.7,-30,5
CC(=O)c1ccc(S(=O)c2ccccc2)cc1 (stereo not given),9,0.8,49,0.7,5,-4,1.2,12,-29
Cc1ccc(C(=O)NNC(=O)CSc2nnc(-c3ccncc3)n2-c2ccc(C)cc2)cc1,-2,1.2,-22,-2.5,-5,2,-1.2,7,5
Cc1ccc(S(=O)(=O)CCC(=O)c2ccc(O)cc2O)cc1,5,0.1,-14,-1.8,2,-9,0.3,-9,-13
c1cncc(C2Nc3ccccc3-c3nc4ccccc4n32)c1 (stereo not given),1,0.5,0,2.6,-2,-3,-1.1,27,-18
COc1ccc(CCNS(=O)(=O)c2cccc3cccnc23)cc1OC,-5,0.4,1,1.8,.,2,-0.1,-35,8
CCOC(=O)c1c(-c2ccc(C)cc2)csc1NC(=O)CCSc1nnc2ccccn12,-5,0.5,28,1.3,-5,-4,1.8,31,-6
COCCCNS(=O)(=O)c1ccccc1,-6,-0.4,14,0.9,-2,6,0.3,22,-11
CCOC(=O)N1CCN(CCC(=O)Nc2ccc(OC)cc2OC)CC1,-2,0.3,17,0.7,-1,-12,1.0,21,-17
CCn1c(/C=C\c2ccccc2C)nc2ccccc2c1=O,-17,2.7,30,1.9,12,-29,-2.8,16,3
O=C(Cn1c(=O)oc2ccccc21)Nc1nc(-c2ccc(Br)cc2)cs1,10,1.5,54,-0.9,1,-6,-0.6,5,5
Cc1cccc(CN2CCN(CC(C)C)C(CCO)C2)n1 (stereo not given),-2,0.1,4,-0.6,.,8,2.4,24,-5
Fc1cccc(F)c1CN1CCN(c2ncccn2)CC1,19,0.6,32,-0.3,8,25,0.2,23,5
N/C(=N\OC(=O)c1cccc(Br)c1)c1ccccc1,-10,0.5,31,-0.1,-1,0,2.0,5,3
COC(=O)c1ccc(CSc2nnc(NC(=O)C3CC(=O)N(Cc4ccc(C)cc4)C3)s2)cc1 (stereo not given),-7,0.1,47,-0.9,3,-8,0.5,-56,-4
Cc1c(N=Cc2cccnc2)c(=O)n(-c2ccccc2)n1C,-29,1.1,5,-1.9,1,-10,0.6,13,7
CN(CC1COc2ccccc2O1)C(=S)Nc1ccccc1 (stereo not given),-3,0.2,.,0.4,-4,1,2.3,.,-1
CC(C)(C)C(=O)Nc1cccc(-c2nnc(-c3cccc(NC(=O)C(C)(C)C)c3)o2)c1,-3,0.8,32,-3.8,0,-4,1.0,-29,-10
O=C(NNS(=O)(=O)c1ccc(F)cc1)C1CCN(S(=O)(=O)c2ccccc2)CC1,-14,0.6,8,1.2,3,1,0.1,21,-27
O=C(CN1CCOCC1)N/N=C/c1ccc(-c2ccc(Br)cc2)o1,9,0.1,32,-1.3,.,-7,-1.2,-16,0
CC(C)NC(=O)c1ccccc1-c1nc(-c2ccccc2Cl)no1,5,-0.3,.,-0.3,1,-1,-0.9,-4,-20
Cn1[nH]c(=O)c2ccccc2c1=O,2,0.0,0,-0.6,-5,15,1.6,0,-3
CSCCC(NS(=O)(=O)c1ccc(Br)cc1)C(=O)OCC(=O)NC1CC1 (stereo not given),5,1.1,-21,1.5,3,-7,-1.9,-15,-19

# The closing 5 entries of the part above come first, to join the parts:
SMILES,NPY1 pot ag,TRPML3 ag,CHOP inhibitor,S1P4 agonist,NPY Y1 blocker,NPY2 pot ag,TRPN1 ag,EP2 mod,S1P4 antagonist
O=C(NNS(=O)(=O)c1ccc(F)cc1)C1CCN(S(=O)(=O)c2ccccc2)CC1,-14,0.6,8,1.2,3,1,0.1,21,-27
O=C(CN1CCOCC1)N/N=C/c1ccc(-c2ccc(Br)cc2)o1,9,0.1,32,-1.3,.,-7,-1.2,-16,0
CC(C)NC(=O)c1ccccc1-c1nc(-c2ccccc2Cl)no1,5,-0.3,.,-0.3,1,-1,-0.9,-4,-20
Cn1[nH]c(=O)c2ccccc2c1=O,2,0.0,0,-0.6,-5,15,1.6,0,-3
CSCCC(NS(=O)(=O)c1ccc(Br)cc1)C(=O)OCC(=O)NC1CC1 (stereo not given),5,1.1,-21,1.5,3,-7,-1.9,-15,-19
CCN(CC)c1ccc(/C=C(\C#N)C(=O)NCc2ccco2)cc1,-23,3.5,36,7.0,4,-10,2.5,10,8
CCOC(=O)CCC(NC(=O)c1ccccc1C(=O)NC(CCC(=O)OCC)C(=O)OCC)C(=O)OCC (stereo not given),10,0.1,9,1.3,5,6,-1.1,-2,-24
COCc1cc(=O)[nH]c(Sc2c(-c3ccccc3)c3ccc(Cl)cc3[nH]c2=O)n1,-5,1.2,3,1.5,-3,-1,-0.3,5,1
Cc1cccn2c(=O)c3cc(C#N)c(=NC(=O)c4cccs4)n(CCCOC(C)C)c3nc12,1,0.8,-15,7.0,.,3,5.3,-2,2
O=S(=O)(c1cccc2nsnc12)N1CCN(c2ccc(F)cc2)CC1,12,1.3,15,-0.3,-2,-5,-0.1,-70,1
CCC(=NCCc1ccccc1)C1=C(O)CCC1=O,2,1.6,6,2.3,3,0,0.0,0,-27
CCOc1ccccc1N(C(=O)Nc1ccc(Cl)cc1)C1=NCCS1,-7,0.4,12,0.6,4,4,-0.5,53,-3
COC(=O)[C@@H](NC(=O)NCCC1=CCCCC1)C(C)C,6,0.1,2,-0.5,.,26,0.0,-19,2
CCc1nc2c(sc3nc4c(cc32)COC(C)(C)C4)c(=O)n1Cc1ccccc1,14,0.5,14,-0.2,-3,6,0.8,33,-32
O=c1ccc(/C=C/c2ccccc2)nn1Cc1ccc(Cl)cc1Cl,-13,0.3,52,-2.6,2,-4,0.4,-26,-11
CCc1ccc2n(-c3ccc(OC)cc3)c([S-])c(C(=O)Nc3cc(C)cc(C)c3)[n+]2c1,-29,0.5,0,-1.0,.,-17,-0.5,19,-5
COc1ccc(CNC(=O)CSc2nnc(C(F)(F)F)n2C)cc1,10,0.5,16,0.9,0,-2,1.7,40,-5
O=C(Nc1ccccc1N1CCN(C(=O)c2ccc(Cl)cc2)CC1)c1cc2ccccc2o1,-23,-0.2,-15,0.5,14,-5,-1.7,21,-2
CCOc1ccc(-n2c(C)cc(/C=N/Nc3nc(C)cc(=O)[nH]3)c2C)cc1,-7,-0.8,9,-0.7,.,-3,0.1,-10,0
O=C1C2C(C(=O)N1c1ccccc1)N1CCCN1C2c1ccccc1 (stereo not given),-12,0.9,17,0.8,4,-4,2.0,13,-1
COc1ccc(Cn2c(-c3ccco3)nc3oc4cc(OC)ccc4c(=O)c3c2=O)cc1,14,0.0,92*,1.0,-5,-4,0.1,57,-26
Cc1ccc(S(=O)(=O)CNC(=S)c2ccc3ccccc3c2)cc1,-25,-0.8,24,-2.0,13,-4,-0.3,-18,13
O=C(NCCCN1CCN(CCCNC(=O)c2cccc([N+](=O)[O-])c2)CC1)c1cccc([N+](=O)[O-])c1,-13,0.5,20,-1.6,4,6,0.3,-10,-13
FC(F)(F)c1cc(Cl)c2nnc(-c3cccnc3)n2c1,9,0.9,14,1.6,-4,4,0.8,16,2
Cc1cccn2c(=O)c(/C=C(\C#N)C(N)=O)c(Oc3ccccc3)nc12,16,0.9,-12,0.8,.,-22,2.7,-9,-12
CCN1CCN(c2cc(C)c3cc(NC(=O)c4cccnc4Cl)ccc3n2)CC1,2,0.6,1,0.9,2,-14,0.2,-7,-8
CC(C)(C)NC(=O)NC(=O)CN1CCN(c2ccccc2O)CC1,20,0.6,16,2.1,0,-6,-0.6,-14,-6
COc1ccc2cc(C#N)c(NC(C)C)nc2c1,-20,-1.1,28,0.6,1,2,-2.3,5,-16
COc1cccc(C2CC(c3ccc(C)cc3)n3ncnc3N2)c1 (stereo not given),3,1.6,21,-2.1,1,-3,2.3,0,-8
CCOCCCNC(=O)N[C@@H](Cc1ccccc1)C(=O)OC,3,0.6,2,0.2,-7,5,-0.2,9,1
Cc1ccc(NC(=O)Cn2c(O)c(N=NC(N)=O)c3ccccc32)cc1,24,0.5,2,0.9,.,12,0.5,4,-25
COc1cccc2c(=O)n(CC(=O)Nc3ccc(F)cc3)ccc12,-1,-0.2,32,0.4,0,4,0.2,-9,-4
Cc1ccc(-n2c(Cc3cccs3)nnc2SCC(=O)Nc2ccc(S(N)(=O)=O)cc2)cc1,30,-1.2,22,1.4,-3,21,-0.2,-3,2
CN1C(=O)c2cccc(N(C)C)c2C1=O,-6,-0.4,10,-2.3,3,-3,0.1,-17,-10
CCC(CC)C(=O)Nc1cccc(SC)c1,3,0.1,0,-0.2,-1,2,0.4,-36,0

# Only S1P4 antagonist and NPY Y1 blocker, for 2 of the compounds above:
SMILES,S1P4 antagonist,NPY Y1 blocker
CCN(CC)c1ccc(/C=C(\C#N)C(=O)NCc2ccco2)cc1,8,4
CCOC(=O)CCC(NC(=O)c1ccccc1C(=O)NC(CCC(=O)OCC)C(=O)OCC)C(=O)OCC (stereo not given),-24,5

# Full records as entered above.
# COCc1cc(=O)[nH]c(Sc2c(-c3ccccc3)c3ccc(Cl)cc3[nH]c2=O)n1 across the screens: NPY1 pot ag = -5; TRPML3 ag = 1.2; CHOP inhibitor = 3; S1P4 agonist = 1.5; NPY Y1 blocker = -3; NPY2 pot ag = -1; TRPN1 ag = -0.3; EP2 mod = 5; S1P4 antagonist = 1
# Cc1ccc(NC(=O)Cn2c(O)c(N=NC(N)=O)c3ccccc32)cc1 across the screens: NPY1 pot ag = 24; TRPML3 ag = 0.5; CHOP inhibitor = 2; S1P4 agonist = 0.9; NPY Y1 blocker = .; NPY2 pot ag = 12; TRPN1 ag = 0.5; EP2 mod = 4; S1P4 antagonist = -25
# CCN(CC)c1ccc(/C=C(\C#N)C(=O)NCc2ccco2)cc1 across the screens: NPY1 pot ag = -23; TRPML3 ag = 3.5; CHOP inhibitor = 36; S1P4 agonist = 7.0; NPY Y1 blocker = 4; NPY2 pot ag = -10; TRPN1 ag = 2.5; EP2 mod = 10; S1P4 antagonist = 8

# Screening data as filed in PubChem BioAssay.

# An unsorted share of the library; 6.5% or so of the library scored in one or more.
